Scp-1 inhibitor: blocks human Scp-1 phosphatase activity; Q9GZU7; Recombinant Scp1, phosphopeptide, malachite green phosphate absorbance; inhibition, % at 20 µM; actives 0.88% (n = 340,000); AID 493091;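 active means inhibition above about 50% at 20 µM, limit read from the data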;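 further: plate controls were DMSO wells with enzyme for no effect and wells lacking enzyme for full effect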
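System: truncated SCP-1 phosphatase (76-261aa); medium: Tris acetate buffer pH 5.5 with MgCl2 and Tween-20; incubation: 45 min room-temperature reaction, 5 min colour, 30 min stabiliser; compound: single 20 µM dose, 1% DMSO; reagent: Phosphorylated 17-residue peptide substrate; read-out: % inhibition at 20 µM; technique: colorimetric free-phosphate detection, absorbance 630 nm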
STEP block: blocks human striatal-enriched tyrosine phosphatase; actives 0.25% (n = 360,000); recombinant STEP, OMFP fluorogenic substrate, fluorescence; inhibition, % at 20 µM;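 active means inhibition at 20 µM, scaled per plate between control wells, above about 37%, limit read from the data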;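 further: 0% = DMSO with enzyme and substrate and 100% = substrate only without enzyme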
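Assay system: isolated STEP enzyme. Buffer or medium: pH 6.0 Bis-Tris with DTT and Tween 20. Also added: fluorogenic phosphatase substrate OMFP at 25 µM final. Dosing: 20 µM, 1% DMSO. Timing: 20 min reaction, room temperature, in the dark. Measured by: fluorescence intensity, excitation 480 nm, emission 540 nm. Evaluation: normalized % inhibition.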
TbMetRS inhib: blocks T. brucei methionyl-tRNA synthetase activity | purified T. brucei MetRS, ATP depletion, Kinase-Glo luminescence | inhibition, % at 11.9 µM | actives 0.4% (n = 360,000);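 active means inhibition above a per-plate cutoff of the control wells' mean inhibition plus 3 SD, cut at about 5.5% in these data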;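 further: 0% = DMSO wells median and 100% = median of wells with control inhibitor compound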
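Material – parasite MetRS enzyme · Medium – HEPES-MgCl2-KCl buffer plus DTT, spermine, BSA, pyrophosphatase · Reagent – ATP, methionine and E. coli bulk tRNA substrates · Times – 15 min enzyme-compound preincubation, 2 h reaction, 10 min detection, 25 °C · Measured by – luminescence of leftover ATP · Evaluation – percent inhibition relative to median high and low control wells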
LMPTP inh: LMPTP (human) inhibition. AID 651560. actives 0.22% (n = 360,000). P24666. inhibition, % at 20 µM. recombinant LMPTP-A, OMFP fluorogenic substrate, fluorescence intensity;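 active means compounds that cut the enzyme signal by at least half of the control window in the single-dose screen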;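 further: plate controls were DMSO wells with enzyme plus substrate for no effect and substrate without enzyme for full effect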
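test system = LMPTP-A | amount = 0.625 nM LMPTP-A final | reagent = fluorogenic phosphatase substrate OMFP at 400 µM final | incubation = 50 min at room temperature | benchmarks = no-enzyme low control, uninhibited high control | medium = Bis-Tris pH 6.0, DTT, detergent | signal = fluorescence intensity of OMFP turnover product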
DNMT1 inh: inhibitors of human DNMT1. inhibition (reported as % activation of signal), % at 10 µM. actives 0.83% (n = 360,000). P26358. AID 588458. DNMT1 molecular beacon, Hinp1I cleavage, fluorescence; in the data active means inhibition above about 50%
E coli Lon inh: inhibits E. coli Lon protease; P0A9M0; purified E. coli Lon protease, fluorescence polarization; inhibition, % at 7.94 µM; actives 0.42% (n = 360,000); in the data active means inhibition above about 13%, passing the limit was not always enough;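 further: 0% = enzyme with probe and DMSO and 100% = no enzyme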
MsrA act: activators of bovine methionine sulfoxide reductase A; activation, % at 10.6 µM; AID 602163; actives 0.3% (n = 360,000); purified bovine MsrA, absorbance read-out; in the data active means activation above about 7.5%;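 further: 0% = vehicle and 100% = reference activator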
MsrA inhibitor: inhibits bovine methionine sulfoxide reductase A; purified bovine MsrA, absorbance read-out; inhibition, % at 15.5 µM; actives 0.75% (n = 360,000); in the data active means inhibition above about 4.5%;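 further: 0% = vehicle wells with enzyme and 100% = reference inhibitor wells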
CendR NRP1 mod: modulators of CendR peptide binding to human neuropilin-1 | actives 0.85% (n = 360,000) | FAM-RPARPAR peptide binding to NRP-1, fluorescence polarization | inhibition, % at 25 µM | O14786;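 active means inhibition or corrected inhibition above about 18%, plus a signal ratio from 0.5 to 1.5, limit read from the data, passing the limit was not always enough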; further: strong numbers were not always called active
Target sequence (O14786 whole entry, looked up): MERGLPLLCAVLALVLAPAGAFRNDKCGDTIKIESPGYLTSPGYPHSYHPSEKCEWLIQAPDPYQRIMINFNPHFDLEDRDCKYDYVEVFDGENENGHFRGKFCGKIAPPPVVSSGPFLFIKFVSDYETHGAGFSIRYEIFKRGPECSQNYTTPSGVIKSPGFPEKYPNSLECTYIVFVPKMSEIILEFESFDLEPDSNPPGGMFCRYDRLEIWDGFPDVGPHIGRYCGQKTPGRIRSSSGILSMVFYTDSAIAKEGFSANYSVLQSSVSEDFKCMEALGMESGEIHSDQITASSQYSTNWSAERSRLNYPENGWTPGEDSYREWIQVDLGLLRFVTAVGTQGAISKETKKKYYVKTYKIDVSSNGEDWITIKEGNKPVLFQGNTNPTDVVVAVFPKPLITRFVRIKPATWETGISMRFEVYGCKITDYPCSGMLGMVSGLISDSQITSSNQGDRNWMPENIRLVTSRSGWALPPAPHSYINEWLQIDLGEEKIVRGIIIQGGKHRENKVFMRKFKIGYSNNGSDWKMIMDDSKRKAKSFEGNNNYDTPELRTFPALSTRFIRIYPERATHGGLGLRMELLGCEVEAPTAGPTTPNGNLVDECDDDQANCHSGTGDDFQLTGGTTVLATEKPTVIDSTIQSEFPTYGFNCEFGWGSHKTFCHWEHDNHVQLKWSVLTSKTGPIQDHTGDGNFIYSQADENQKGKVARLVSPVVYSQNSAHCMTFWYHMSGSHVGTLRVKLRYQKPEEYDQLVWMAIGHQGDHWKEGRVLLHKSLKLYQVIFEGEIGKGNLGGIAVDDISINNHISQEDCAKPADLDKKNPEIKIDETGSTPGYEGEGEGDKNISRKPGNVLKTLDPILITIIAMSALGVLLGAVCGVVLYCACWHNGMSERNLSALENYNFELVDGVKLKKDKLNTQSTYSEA
SUMO1 PPI mod: modulators of human SUMO1-mediated protein-protein interactions. AID 602429. inhibition, % at 20 µM. actives 0.33% (n = 360,000). P63165. SUMO1 binding to a labelled peptide, TR-FRET, 1 h; in the data active means inhibition above about 37%
Target sequence (P63165 whole entry, looked up): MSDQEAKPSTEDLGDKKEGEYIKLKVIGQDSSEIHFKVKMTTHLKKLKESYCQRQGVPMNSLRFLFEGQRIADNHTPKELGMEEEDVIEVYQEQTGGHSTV
Active calls of the source: *; · = not tested or not shown.

Value order: Scp-1 inhibitor	STEP block	TbMetRS inhib	LMPTP inh	DNMT1 inh	E coli Lon inh	MsrA act	MsrA inhibitor	CendR NRP1 mod	SUMO1 PPI mod
#1 CCN(CC)S(=O)(=O)c1ccc(C(C)NC(=O)C2CCCN2C(=O)c2cccs2)cc1 (centres undefined)
    -2	-2	-0.3	-1.1	-1	-2	-1	0.2	-2	-1
#2 C/C(=N\OCC(=O)NC(C)C)c1cccs1
    -1	0	-1.2	1.7	0	3	-2	-1.1	-12	1
#3 CCOC(=O)N/N=C/c1ccc(Oc2ccccc2)cc1
    -8	1	0.0	0.3	-1	-4	-1	1.3	3	-8
#4 CCCn1c2c(c(O)c(C(=O)Nc3nccs3)c1=O)CCCC2
    12	2	-0.8	2.2	-3	-7	-2	-1.0	-10	4
#5 Clc1ccc(-c2cnc(Oc3ccccc3)nc2)cc1
    -10	4	-0.3	0.6	2	-4	-5	-0.4	-6	4
#6 CN1CCN(c2ccc(CNC(=O)C3Cc4c(-c5cccc(F)c5)ccnc4O3)cc2)CC1 (centres undefined)
    ·	4	0.6	0.4	0	2	1	-0.6	-8	-1
#7 O=C(c1ccco1)N1CCN(C(c2ccc(F)cc2)c2nnnn2Cc2cccs2)CC1 (centres undefined)
    0	-5	-0.1	-2.7	3	0	-2	0.1	4	0
#8 Cc1ccc(C(=O)Nc2cccc(C(F)(F)F)c2)cc1Nc1cnccn1
    -3	-1	0.6	-0.4	14	-1	-2	0.1	7	2
#9 CCC(CC)COC(=O)C1=C(C)NC(=O)NC1c1ccc(N(C)C)cc1 (centres undefined)
    -6	2	-1.0	1.1	-4	-5	-4	0.3	-13	4
#10 Cn1c(=O)c2cc(NC(=S)NC3CC3)ccc2n1Cc1cccc(C(F)(F)F)c1
    ·	10	0.2	-0.8	-1	-3	-5	1.5	11	3
#11 CC(=O)Nc1ccc(S(=O)(=O)Nc2ccc(Cc3ccncc3)cc2)cc1
    -5	1	0.5	0.3	-1	-4	-2	0.9	-4	4
#12 Cc1ccc(N(NC(=O)C(O)(c2ccccc2)c2ccccc2)C(=O)CCl)cc1
    -7	-5	0.4	-1.1	9	-1	-3	0.8	-5	0
#13 COc1ccccc1NC(=O)c1ccc(S(=O)(=O)N(C)C)cc1
    0	-4	-0.4	-1.2	-1	-6	-3	-0.5	9	7
#14 Cc1ccc(C(=O)N2CCC(N3CCC(C(=O)N4CCOCC4)CC3)CC2)cc1C
    -10	2	-0.4	6.6	3	-16	-3	-0.5	1	4
#15 CC(=O)c1cccc(OCC(O)CNCC2COc3ccccc3O2)c1 (centres undefined)
    -9	-2	-0.6	-1.7	2	7	-10	-0.5	10	3
#16 Fc1ccc(CSc2ccc(-c3ccco3)nn2)cc1
    -1	-3	-0.9	-0.9	-1	-10	-4	1.1	-1	-4
#17 COc1cc2c(cc1NC(=O)CSc1ccc(C)cc1)oc1ccccc12
    -6	1	-0.2	4.0	-10	-4	-2	-0.2	-6	-2
#18 COc1ccc(CCNc2nc(C)cc(C)n2)cc1OC
    -2	-3	-0.5	0.3	10	-2	1	1.6	4	3
#19 O=C(CSc1ncnc2nc[nH]c12)Nc1ccc(Br)cc1Cl
    1	0	0.9	0.2	0	-4	-3	0.0	-22	1
#20 Cc1ccc(S(=O)(=O)Nc2ccc3c(c2)nc2n3CCN(Cc3ccccc3)C2)cc1
    2	3	0.1	0.8	-3	-9	-1	0.0	-19	0
#21 N#Cc1c(NC(=O)CN2C(=O)c3ccccc3C2=O)oc(-c2ccccc2)c1-c1ccccc1
    -17	1	-0.3	2.8	-5	-7	-3	-0.1	16	6
#22 CCC(C)NC(=O)c1oc2ccc(S(=O)(=O)N3CCC4(CC3)OCCO4)cc2c1C (centres undefined)
    -3	0	-0.7	-1.1	-2	-1	2	-0.7	6	6
#23 Cc1[nH]c2ccccc2c1Cc1nnc(SCc2ccccc2)o1
    -18	2	-0.5	2.2	-4	2	-2	1.6	13	8
#24 COc1ccc(CCNC(=O)C(=O)NCC2OCCN2S(=O)(=O)c2ccc(Cl)cc2)cc1 (centres undefined)
    -4	0	-0.8	0.0	-8	-10	-2	0.3	-7	-6
#25 COc1ccccc1OCCCN1C(=O)C(=O)c2cccc(C)c21
    -1	0	0.5	0.9	0	-2	-1	0.4	-4	-40
#26 CCCCNC(=O)c1ccc2c(c1)ncn2C1CCCC1
    5	-2	-0.2	-1.5	5	1	2	-0.7	16	0
#27 CN1CCN(C(=O)/C=C\c2ccc(Cl)cc2)CC1
    -7	-8	0.0	-2.7	3	-1	-2	0.0	-12	-5
#28 COc1ccccc1CNC(=O)C1CCN(S(=O)(=O)c2cccc([N+](=O)[O-])c2)CC1
    -3	0	0.0	0.6	-1	2	1	1.1	5	-20
#29 Cc1cnc(CNC(=O)C2CCC(=O)N(Cc3ccc(Cl)cc3)C2)[nH]1 (centres undefined)
    -5	0	32*	0.0	1	-12	-4	-0.7	15	2
#30 COc1ccccc1CCNC(=O)C(=O)Nc1cc2c3c(c1)CC(=O)N3CCC2
    -6	1	-0.6	0.0	-5	-7	-5	0.9	7	2
#31 CCC(=C(c1ccc(OC)cc1)c1ccc(OC)cc1)c1cn(CC(O)CN(CCO)CCO)c2ccccc12 (centres undefined)
    31	-2	0.2	-3.4	3	5	0	1.8	-13	-1
#32 CC(=O)N1CCN(C(=O)COC(=O)c2oc3ccccc3c2C)CC1
    -2	0	-0.6	-0.5	-1	1	-4	-0.2	2	2
#33 N#CCCn1cc(C(=O)Nc2ccc(C(=O)O)cc2)c(-c2cccc(Br)c2)n1
    -8	-2	-1.2	-1.9	0	-5	-3	-0.5	-2	1
#34 Cc1cc(NC(=O)CCC(=O)N(Cc2ccccc2)C2(C(=O)NC3CCCCC3)CCCC2)no1
    -9	0	0.7	-0.3	-1	-17	-2	-0.3	4	11
#35 Cc1ccc(C)c(CSC2=NCCN2C(=O)c2cccs2)c1
    13	3	0.7	2.0	-1	-2	0	1.1	5	-4
#36 Cc1cccc(NC(=O)CSc2nnc(-c3ccco3)o2)c1C
    0	2	0.1	0.2	0	-7	1	-0.4	3	4
#37 CCCNC(=S)Nc1ccc(Oc2ccccc2)cc1
    -5	14	-0.5	-0.3	-3	4	-1	0.3	-5	3
#38 CCN(CC)S(=O)(=O)c1cc(C(=O)Nc2cc(C)[nH]n2)ccc1Cl
    2	-1	0.6	-0.3	1	-4	-1	·	4	0
#39 CCSCC(C)(C)n1[nH]c2ccccc2c1=O
    ·	-3	-0.4	-1.0	5	-2	-2	-0.9	0	32
#40 COc1ccc2cc(Br)ccc2c1CC(=O)NC1CC(C)(C)NC(C)(C)C1
    -2	4	-0.6	0.3	0	8	2	0.3	-1	-14
#41 Cc1[nH]n(-c2ccccc2)c(=O)c1/C=C1\C=NN=C1c1ccccc1
    -4	2	0.1	2.2	-8	-15	1	-1.0	-9	-5
#42 CCOC(=O)C1CCN(C(=O)Nc2cccc(Cl)c2)CC1
    -4	2	-0.4	-0.2	0	-8	-1	0.7	17	3
#43 Nc1ccc(S(=O)(=O)NC2(C(F)(F)F)NC(=O)N(c3ccccc3F)C2=O)cc1 (centres undefined)
    -3	0	-0.4	0.6	5	1	-1	1.8	-2	0
#44 Cc1cc(C(=O)Nc2ccc(S(=O)(=O)N3CCCC3)cc2)no1
    -12	0	-0.1	-1.3	-2	-9	-3	0.4	-6	2
#45 COc1ccccc1N1CCN(C(c2cccs2)C(C)NC(=O)C(=O)N2CCCCC2)CC1 (centres undefined)
    4	5	-0.1	-1.5	2	-1	-10	-0.3	4	-2

Complete entries from above:
`Cc1ccc(S(=O)(=O)Nc2ccc3c(c2)nc2n3CCN(Cc3ccccc3)C2)cc1` in the list: Scp-1 inhibitor: 2; STEP block: 3; TbMetRS inhib: 0.1; LMPTP inh: 0.8; DNMT1 inh: -3; E coli Lon inh: -9; MsrA act: -1; MsrA inhibitor: 0.0; CendR NRP1 mod: -19; SUMO1 PPI mod: 0
`CCC(C)NC(=O)c1oc2ccc(S(=O)(=O)N3CCC4(CC3)OCCO4)cc2c1C` (centres undefined) in the list: Scp-1 inhibitor: -3; STEP block: 0; TbMetRS inhib: -0.7; LMPTP inh: -1.1; DNMT1 inh: -2; E coli Lon inh: -1; MsrA act: 2; MsrA inhibitor: -0.7; CendR NRP1 mod: 6; SUMO1 PPI mod: 6

Following part
Value order: Scp-1 inhibitor	STEP block	TbMetRS inhib	LMPTP inh	DNMT1 inh	E coli Lon inh	MsrA act	MsrA inhibitor	CendR NRP1 mod	SUMO1 PPI mod
#46 COc1ccc(NC(=O)CCCc2ccccc2)c(OC)c1
    -4	2	-1.6	-2.2	-4	2	-7	0.1	-2	1
#47 COc1ccc(NC(=O)NCCCN2CCc3ccccc3C2)cc1
    -8	3	-0.7	-5.3	-3	-3	0	1.4	-3	-2
#48 CC(=O)Cn1c(N2CCC(Cc3ccccc3)CC2)nc2c1c(=O)[nH]c(=O)n2C
    -4	5	-1.5	-1.2	-2	-14	-10	-1.0	3	-3
#49 CSc1ccccc1NC(=O)c1cc2ncc(Br)cn2n1
    60*	3	-0.7	2.1	22	0	-2	-0.3	5	-5
#50 COC(=O)c1ccc(Cl)c(NC(=O)CN(c2ccc(OC)c(OC)c2)S(C)(=O)=O)c1
    -8	-4	-0.4	-1.6	2	-6	-2	-0.4	-4	4
#51 COc1ccc(CN2CCN(CCCc3ccccc3)C(CCO)C2)c(OC)c1 (centres undefined)
    0	3	-0.2	-1.0	12	-15	-8	1.2	1	-6
#52 CCCNC(=O)c1cc(Cl)c(NC(=O)C2=CSCCO2)cc1OC
    -7	1	-0.4	0.4	0	-4	0	0.8	19	-4
#53 Fc1cccc(CCN2CCNC[C@H]2Cc2cccc3ccccc23)c1
    2	2	-0.2	1.0	-5	-5	-1	0.7	-2	-26

Screens from PubChem BioAssay.
